Assay outcomes from PubChem.
Plk1 PBD FP = Plk1 polo box domain binding inhibitors, primary screen, biochemical, fluorescence polarization | AID 693, 2007 | hit rate 0.13% among 97,000 | Plk1 PBD phosphopeptide binding | inhibition, %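 (tested at about 20 µM)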 | Serine/threonine-protein kinase PLK1 (Homo sapiens), P53350; in the data active means inhibition above about 34%, passing the limit was not always enough
Target sequence (P53350 whole entry, looked up, the tested form may be a part): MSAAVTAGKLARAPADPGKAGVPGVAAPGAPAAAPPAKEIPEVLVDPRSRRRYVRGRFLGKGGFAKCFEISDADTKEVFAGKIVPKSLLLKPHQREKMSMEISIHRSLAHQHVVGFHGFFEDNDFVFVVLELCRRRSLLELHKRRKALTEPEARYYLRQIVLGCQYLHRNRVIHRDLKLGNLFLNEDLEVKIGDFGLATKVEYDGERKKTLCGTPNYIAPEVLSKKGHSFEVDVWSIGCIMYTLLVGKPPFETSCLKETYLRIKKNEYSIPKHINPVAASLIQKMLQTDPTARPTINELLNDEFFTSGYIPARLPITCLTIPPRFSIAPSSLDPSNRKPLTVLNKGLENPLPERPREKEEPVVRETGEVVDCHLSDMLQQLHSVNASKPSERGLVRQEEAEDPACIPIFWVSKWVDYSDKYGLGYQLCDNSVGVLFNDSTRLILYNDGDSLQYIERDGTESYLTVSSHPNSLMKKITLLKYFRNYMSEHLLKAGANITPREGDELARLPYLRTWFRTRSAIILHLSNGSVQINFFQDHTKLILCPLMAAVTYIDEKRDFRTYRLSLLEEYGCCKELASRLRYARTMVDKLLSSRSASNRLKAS
PLK1 kinase inh = human PLK1 kinase inhibitors, primary screen, biochemical, TR-FRET. recombinant PLK1 kinase, TR-FRET peptide phosphorylation. inhibition, % at 10 µM. AID 619, 2007. hit rate 0.53% among 97,000;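 active means inhibition of 50% or more in the single-concentration screen; inactive means inhibition below 50%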;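 further: 0% = DMSO max control and 100% = H-89 dihydrochloride min control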
DAT uptake mod = changed hDAT dopamine uptake under cocaine IC80, either direction, primary screen, cocaine antagonist project, cell-based, LLC-PK1 hDAT, [14C]-dopamine uptake, MLSMR; B-score at 10 µM; Sodium-dependent dopamine transporter (Homo sapiens), Q01959; hit rate 1.3% among 110,000; LLC-PK1 hDAT cells, [14C]-dopamine uptake with cocaine IC80; actives deviate in either direction;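 active means Z score or B-score, a plate-position-corrected score, falls beyond the plate's 99.7% confidence bounds, in either direction; inactive means both scores lie inside the 99.7% bounds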;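 further: scored against the spread of the other compound wells on the same plate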
sEH inhibitor = soluble epoxide hydrolase inhibitors, primary screen, biochemical, human sEH | recombinant human sEH enzymatic activity assay | hit rate 0.34% among 91,000 | Bifunctional epoxide hydrolase 2 (Homo sapiens), P34913 | inhibition, % at 2 µM; in the data active means inhibition above about 80%; further: values of inactives mirror those of a sister screen read the other way; many of its hits are not listed in these tables
F-actin modifier = modifiers of F-actin cytoskeleton organization, primary screen, imaging, HUVEC, phalloidin staining, high-content imaging. hit rate 0.18% among 91,000. HUVEC TNFa F-actin phalloidin imaging. inhibition, % at 2 µM;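 active means inhibition above the batch mean plus 3 SD and confirmed as a hit by visual image inspection, cut at about 30% in these data, passing the limit was not always enough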; further: strong numbers were not always called active
Ecoli WT expand = growth inhibitors of wild-type E. coli, primary screen, strain BW25113, expanded library, OD600; OD600 absorbance; hit rate 0.15% among 98,000; growth inhibition, % at 100 µM;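 active means growth inhibition above about 50% at one test dose, limit read from the data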;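 further: growth measured after 20 h incubation at 37 °C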
HUVEC tox IL1B = cytotoxicity in IL-1B stimulated HUVEC, primary screen, cytotoxicity control for IL-1B NFkB translocation project, imaging, Hoechst nuclear count, IL-1B stimulus; HUVEC cell count loss; cell count reduction, % at 2 µM; hit rate 0.41% among 94,000; AID 845, 2007;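 active means cell count reduction more than 3 SD above the screen-wide mean, cut at about 70% in these data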;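 further: normalized per plate to untreated control cells as the no-loss baseline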
VCAM1 TNFa inh = inhibitors of TNFa-induced VCAM1 expression, primary screen, imaging, HUVEC, TNFa stimulus, immunofluorescence; HUVEC TNFa-induced VCAM-1 immunofluorescence, high-content imaging; inhibition, % at 2 µM; hit rate 0.48% among 95,000;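 active means inhibition above the batch mean plus 3 SD, with images confirmed as a hit by eye, cut at about 37% in these data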;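 further: 0% = TNF-stimulated DMSO wells and 100% = unstimulated control wells; not every result past the cut was called active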
HUVEC tox TNFa = cytotoxicity in TNFa-stimulated HUVEC, primary screen, cytotoxicity control for VCAM1 expression modulator project, imaging, Hoechst nuclei count; HUVEC TNFalpha-stimulated, Hoechst cell count; cell count reduction, % at 2 µM; hit rate 0.17% among 93,000; AID 848, 2007;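 active means cell count reduction exceeding the screen mean by over 5 SD, scaled to untreated wells per plate, cut at about 78% in these data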;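 further: cells counted after 24 h of TNF alpha exposure following the 1 h pretreatment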
An asterisk follows results filed as active; x = not tested or not shown. The order is random; about 3.4% have a hit in one of these screens.

SMILES	Plk1 PBD FP	PLK1 kinase inh	DAT uptake mod	sEH inhibitor	F-actin modifier	Ecoli WT expand	HUVEC tox IL1B	VCAM1 TNFa inh	HUVEC tox TNFa
Cc1ccc(NC(=O)NCCCN2CCOCC2)cc1	-21.1	-7.0	0.364	-12.2	15.6	2.0	-117.9	3.4	-14.7
CCN(CC)c1ccc2c(c1)OC(N)=C(C#N)C2c1cccnc1 (stereo unspecified)	-64.7	-14.2	-1.79	x	-50.7	6.0	62.9	39.1*	51.4
O=C(COC(=O)c1ccccc1)NCc1ccco1	1.1	-8.4	-1.9	-1.7	-9.9	-4.0	-55.2	3.6	-27.2
CCCCNS(=O)(=O)C1CCS(=O)(=O)C1 (stereo unspecified)	15.3	-1.4	-0.518	-1.8	2.9	-4.0	6.0	-0.4	-24.1
O=c1c2ccccc2cnn1-c1ccc(Br)cc1	12.7	-5.4	-0.293	-6.3	x	5.0	9.2	6.9	4.0
Nc1nonc1-c1noc(CCCCCN2C(=O)c3ccccc3C2=O)n1	-7.4	-15.7	0.844	4.5	-25.2	-13.0	1.6	11.6	x
CCCCn1c(NC(C)CC)nc2c1c(=O)[nH]c(=O)n2C (stereo unspecified)	-15.7	-0.1	1.04	14.9	28.5	9.0	-27.9	-3.6	-14.3
Cn1nnc2cc(C(=O)N3CCN(c4ccccc4)CC3)ccc21	-1.5	-3.6	0.581	-22.9	6.4	5.0	-8.9	-32.4	-8.1
Cc1ccc(C)c(NC(=S)NC(NC(=O)Cc2ccccc2)C(Cl)(Cl)Cl)c1 (stereo unspecified)	16.4	-2.1	-0.168	-8.8	-13.9	-3.0	25.6	6.8	-22.4
CCN(CC)CCNc1ncnc2c1sc1nc(N3CCOCC3)c3c(c12)CC(C)(C)SC3	-6.1	-11.1	1.65	-2.7	4.4	15.0	-10.5	-0.4	-0.7
Cn1nnnc1SCc1nnc(-c2ccc(F)cc2)o1	2.1	-8.9	-0.123	-9.6	5.0	3.0	-13.8	2.3	-10.7
COc1ccc(NC(=O)CCN2CCCCCC2)cc1	-26.6	-9.5	-0.823	5.9	1.2	x	17.0	3.7	-11.8
COc1cccc(/C=N/NC(=O)CSc2nnc(C)n2-c2ccccc2)c1O	-10.3	-11.9	x	1.6	-17.3	19.0	-6.0	6.1	-8.1
O=S(=O)(c1ccc(-c2nnc(SCc3nnc(-c4ccccc4)o3)o2)cc1)N1CCCC1	2.8	-6.2	-0.897	6.1	32.6	-3.0	25.2	6.7	-0.9
CNc1ccc(Br)cc(C(=O)/C=C/c2cccc(OC)c2OC)c1=O	-1.2	5.5	0.917	-0.5	-12.8	x	-40.5	22.0	15.5
COc1cccc(Nc2nc(-c3sc(NC(=O)c4ccco4)nc3C)cs2)c1	-39.3	-13.7	0.731	16.3	16.3	-16.0	-17.5	-0.3	-3.7
O=C(Nc1cccc(Cl)c1)C1CCCN(S(=O)(=O)c2cnc[nH]2)C1 (stereo unspecified)	-14.7	-17.5	-0.477	x	7.4	2.0	-3.2	-7.7	-23.1
CCOC(=O)C1=C(C)S/C(=C\N(C)C)C1=O	-5.6	-1.0	-0.591	8.3	3.8	2.0	-3.3	-5.2	-12.7
COc1ccc(-c2occ(C(=O)O)c2C(=O)O)cc1	35.3	0.1	-0.948	-9.5	-2.5	5.0	16.3	4.3	0.8
O=C(Nc1ccc2c(c1)OCO2)C(c1ccccc1)N1CCC2(CC1)OCCO2 (stereo unspecified)	9.9	-5.7	-0.309	-4.0	-8.4	0.0	14.5	-5.5	8.1
CN=C1SC(CC(=O)Nc2cccc(C(F)(F)F)c2)C(=O)N1C (stereo unspecified)	18.3	-3.5	0.0191	17.2	-7.5	3.0	-33.1	3.0	-0.8
COc1ccc(C2C(C(C)=O)=C(Nc3ccccc3)CC(C)(O)C2C(C)=O)cc1OC (stereo unspecified)	-11.5	-11.2	-0.0447	-8.6	15.1	x	-8.8	7.0	3.3
O=C(C1CCN(S(=O)(=O)c2cccc3cccnc23)CC1)N1CC=C(c2ccccc2)CC1	1.8	3.0	x	-1.9	-15.4	-4.0	-13.7	10.0	-1.2
CCn1c(SCC(=O)N2c3ccccc3CC2C)nnc1-c1ccco1 (stereo unspecified)	-11.3	0.0	2.25	9.0	-14.0	x	-13.3	15.1	-0.4
COc1ccccc1C(=O)NCCn1cc(SCC(=O)Nc2nnc(C)s2)c2ccccc21	-2.8	-1.3	1.88	5.7	-31.5	-17.0	-151.4	1.1	-22.5
Cc1cccc(-c2noc(Cc3ccccc3)n2)c1	-21.1	-11.4	-1.49	-4.1	-22.9	4.0	32.4	32.8	-6.1
Cc1cccnc1NC(=O)c1ccccc1NC(=O)C(C)(C)C	-5.5	-5.2	0.386	3.6	-5.0	x	0.0	-1.1	3.0
O=C(Nc1cccnc1Cl)C1c2ccccc2Oc2ccccc21	-3.2	-8.6	0.828	12.5	-22.6	4.0	-4.2	7.7	21.2
O=C(CSc1nc2ccccc2c(=O)n1NC(=O)Cc1ccccc1)NCc1ccco1	4.1	-9.0	0.334	-8.1	4.7	-5.0	-13.8	-6.0	-2.2
Cc1cnc(C(=O)Nc2ccc(C(=O)N3CCCCC3)cc2)cn1	1.3	-11.4	0.035	5.9	4.8	2.0	-7.3	5.1	-38.3

Entries from the list above containing two or more sulfur atoms (five):
SMILES	Plk1 PBD FP	PLK1 kinase inh	DAT uptake mod	sEH inhibitor	F-actin modifier	Ecoli WT expand	HUVEC tox IL1B	VCAM1 TNFa inh	HUVEC tox TNFa
CCCCNS(=O)(=O)C1CCS(=O)(=O)C1 (stereo unspecified)	15.3	-1.4	-0.518	-1.8	2.9	-4.0	6.0	-0.4	-24.1
CCN(CC)CCNc1ncnc2c1sc1nc(N3CCOCC3)c3c(c12)CC(C)(C)SC3	-6.1	-11.1	1.65	-2.7	4.4	15.0	-10.5	-0.4	-0.7
O=S(=O)(c1ccc(-c2nnc(SCc3nnc(-c4ccccc4)o3)o2)cc1)N1CCCC1	2.8	-6.2	-0.897	6.1	32.6	-3.0	25.2	6.7	-0.9
COc1cccc(Nc2nc(-c3sc(NC(=O)c4ccco4)nc3C)cs2)c1	-39.3	-13.7	0.731	16.3	16.3	-16.0	-17.5	-0.3	-3.7
COc1ccccc1C(=O)NCCn1cc(SCC(=O)Nc2nnc(C)s2)c2ccccc21	-2.8	-1.3	1.88	5.7	-31.5	-17.0	-151.4	1.1	-22.5

(cont.)
SMILES	Plk1 PBD FP	PLK1 kinase inh	DAT uptake mod	sEH inhibitor	F-actin modifier	Ecoli WT expand	HUVEC tox IL1B	VCAM1 TNFa inh	HUVEC tox TNFa
Clc1ccc(-n2nnnc2Sc2ncnc3sccc23)cc1	25.6	-15.3	-1.13	-1.5	-12.3	x	11.3	-3.7	5.0
O=C(COC(=O)C1CCCN1C(=O)c1cccs1)Nc1ccc2c(c1)OCO2 (stereo unspecified)	-8.8	8.1	-0.296	-12.5	9.0	8.0	3.9	-20.7	-47.3
O=c1c2[nH]c3ccc(Cl)cc3c2ncn1CCN1CCCCC1	-8.4	-18.8	1.13	-0.3	2.8	2.0	-32.9	3.1	-37.0
O=C(Cc1cccc2ccccc12)NNC(=O)Nc1cccc(Cl)c1	-30.3	-4.3	-0.0837	-2.0	19.3	-1.0	-5.6	5.2	-6.5
Cc1cccc(NC(=O)CSc2nc(C)c(CC(=O)c3ccc(Br)cc3)c(C)c2C#N)c1C	-8.3	-36.0	0.0679	-3.4	8.6	2.0	23.9	1.2	-1.2
COCCn1c(SCC(=O)N2CCCC2)nnc1C(C)C	6.2	18.9	-0.698	-8.9	-35.9	3.0	-18.8	19.3	-14.3
CCCNC(=O)c1cc(OC)c(OC)cc1[N+](=O)[O-]	-3.0	-10.4	-0.802	-8.0	-3.1	1.0	-39.2	-19.9	7.2
O=C(CCN1C(=O)c2ccccc2C1=O)Oc1ccc2ccccc2c1	20.9	-6.6	1.33	-13.5	-15.9	-12.0	-12.7	5.4	-4.5
Cc1nnc(NC2=NCCC2)o1	-12.8	-0.2	1.48	-8.1	26.9	2.0	3.0	-13.2	-14.9
CC(C)(C)OC(=O)N1CCC(C(=O)N2CCOCC2)CC1	-16.4	0.3	-0.484	-8.7	-8.3	5.0	-2.5	-5.2	-33.7
CCN(/C=N/c1sc2c(c1C#N)CC(C)(C)NC2(C)C)CC	-9.4	-8.6	1.58	-6.3	-16.9	-7.0	30.6	14.4	8.0
COc1ccc(CC(=O)N2N=C(C)CC2(O)c2cccnc2)cc1 (stereo unspecified)	6.2	-16.2	0.339	9.5	-16.6	-1.0	-21.2	12.2	-5.6
CC(=O)NC(Cc1cnc[nH]1)C(=O)O (stereo unspecified)	18.0	-9.0	0.473	-13.8	33.2	-3.0	18.0	2.4	-13.1
C=CCN(CC=C)c1cnn(-c2nc3ccccc3[nH]2)c(=O)c1Cl	-25.6	-4.1	-0.72	-6.7	-15.0	1.0	-3.5	5.2	17.2
COc1cccc(-c2nc(N3CCN(c4ccccc4)CC3)c3ccccc3n2)c1O	-2.8	-12.8	2.05	9.3	17.5	-28.0	-22.7	-4.1	-23.7
Cc1cc(C(=O)Nc2c(F)cc(F)cc2Br)c(C)o1	17.6	3.3	-0.658	-2.0	-1.9	-5.0	-21.7	-6.6	-9.0
O=C(NCCc1cn2ccccc2n1)c1ccccc1F	9.4	1.3	0.399	1.5	-6.7	15.0	-48.3	3.5	-25.5
Cc1ccc(N/C(CSC(N)=O)=N\S(=O)(=O)c2ccc(C)cc2)cc1	-4.8	0.0	-0.375	-18.1	x	-6.0	9.8	15.9	-35.3
CCc1c(C(=O)Nc2ccncc2)csc1C	-5.6	34.3	-1.01	9.2	-2.5	5.0	-13.0	11.2	-26.7
Cc1ccc(NC(=O)Cn2cnc3c(cnn3C(C)(C)C)c2=O)cc1	-9.4	5.0	1.06	-8.1	6.5	-11.0	x	0.2	-11.1
COC(=O)[C@H](C)NC(=O)Nc1ccccc1C(F)(F)F	-10.6	7.4	-1.88	-4.1	-13.6	-1.0	-5.4	-18.5	6.0
CC(C)(C)c1ccccc1OCCN1CCCC1	-7.3	0.7	-0.171	-4.8	18.9	6.0	-22.9	-9.6	-40.2
O=C(CSc1nnc(COc2ccc(Cl)cc2)o1)OC1CCCCC1	4.3	1.4	-1.05	8.2	14.5	-17.0	-16.7	27.7	-9.1
CN1C(=O)C(O)(CC(=O)c2ccc3c(c2)OCO3)c2ccccc21 (stereo unspecified)	-21.6	-8.9	-0.396	-0.3	-8.7	1.0	-68.0	7.7	-18.5
CC(=O)c1cccc(NC(=O)c2oc(C)nc2C)c1	6.0	-7.0	1.45	-13.6	0.3	-5.0	18.5	-0.4	-19.3
CN(c1ccccc1)S(=O)(=O)c1cccc(NC(=O)Cn2cnc3ccccc3c2=O)c1	20.6	1.3	-0.997	8.5	-1.5	-4.0	1.8	-11.3	-16.0
Cc1cccc(N2CCN(CC(=O)NCC3CCCCC3)CC2)c1C	13.2	-2.1	0.375	4.5	-11.2	-6.0	-17.4	-18.8	1.3
COc1ccc(C(=O)OCCN2CCOCC2)cc1	-4.0	-3.4	0.936	0.1	9.0	x	-12.9	33.9	1.5
O=C(CCS(=O)(=O)c1cccc2nsnc12)NC1CCCCC1	14.3	-4.4	-0.478	5.0	-19.6	5.0	-11.7	23.7	-3.1
CCCCSc1nc2sc3c(c2c(=O)[nH]1)CCC3	21.0	-8.7	0.000193	-4.5	-22.7	-1.0	-7.5	3.0	11.6
